CHRM1 PAM – human M1 muscarinic receptor positive allosteric modulators, primary screen, CHO-K1 cells, Fluo-8 calcium fluorescence, 1536-well; CHO-K1 hM1, ACh EC20; 0% = ACh EC20, 100% = maximal ACh; AID 588819, 2011; activation, % at 3 µM; Muscarinic acetylcholine receptor M1 (Homo sapiens), P11229; 0.088% of 360,000 active; in the data active means activation above about 19%, passing the limit was not always enough
Target sequence (P11229 whole entry, looked up): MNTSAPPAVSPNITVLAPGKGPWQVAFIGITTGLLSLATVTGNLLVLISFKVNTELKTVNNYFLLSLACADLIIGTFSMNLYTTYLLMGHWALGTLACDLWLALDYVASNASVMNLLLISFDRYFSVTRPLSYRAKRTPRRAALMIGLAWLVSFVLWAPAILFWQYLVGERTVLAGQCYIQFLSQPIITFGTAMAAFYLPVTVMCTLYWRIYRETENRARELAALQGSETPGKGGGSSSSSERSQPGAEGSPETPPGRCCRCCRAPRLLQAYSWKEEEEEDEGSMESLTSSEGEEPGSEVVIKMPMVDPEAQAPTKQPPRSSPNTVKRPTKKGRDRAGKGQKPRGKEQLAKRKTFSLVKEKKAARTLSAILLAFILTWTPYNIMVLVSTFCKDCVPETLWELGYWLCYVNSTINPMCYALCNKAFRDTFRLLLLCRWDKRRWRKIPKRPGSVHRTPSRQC
M1 ag – human M1 muscarinic receptor agonists, primary screen, Fluo-8 calcium fluorescence, CHO-K1 cells, HTS | activation, % at 3 µM | 0.33% of 360,000 active | Muscarinic acetylcholine receptor M1 (Homo sapiens), P11229 | AID 588814, 2011 | CHO-K1 hM1, agonist mode; 0% DMSO, 100% acetylcholine EC100;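 active means activation above the run's mean compound activation plus 3 SD, cut at about 16% in these data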;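 further: peak over basal fluorescence ratio within a 140 s kinetic read after compound addition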
M4 antag – human M4 muscarinic receptor antagonists, primary screen, CHO cells, Fluo-8 calcium fluorescence; 0.73% of 360,000 active; AID 624125, 2012; inhibition, % at 3 µM; Muscarinic acetylcholine receptor M4 (Homo sapiens), P08173; CHO-hM4 cells, ACh EC80;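 active means inhibition above its plate's cutoff, the mean inhibition of sample wells plus 3 SD, cut at about 27% in these data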;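 further: 0% = acetylcholine EC80 with DMSO and 100% = DMSO without agonist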
Target sequence (P08173 whole entry, looked up): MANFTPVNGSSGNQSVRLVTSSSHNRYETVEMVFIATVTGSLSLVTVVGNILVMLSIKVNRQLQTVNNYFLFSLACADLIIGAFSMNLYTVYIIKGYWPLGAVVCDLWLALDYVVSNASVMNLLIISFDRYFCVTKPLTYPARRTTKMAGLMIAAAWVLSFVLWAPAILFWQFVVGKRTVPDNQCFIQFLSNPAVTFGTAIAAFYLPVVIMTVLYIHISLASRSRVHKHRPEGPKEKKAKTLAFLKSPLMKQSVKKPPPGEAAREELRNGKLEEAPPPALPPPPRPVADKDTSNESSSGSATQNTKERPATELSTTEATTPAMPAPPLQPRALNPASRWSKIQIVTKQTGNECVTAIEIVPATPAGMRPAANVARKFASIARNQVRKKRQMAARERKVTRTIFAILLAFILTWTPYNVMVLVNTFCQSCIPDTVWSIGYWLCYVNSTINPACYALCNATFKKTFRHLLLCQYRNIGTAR
CHO-K1 Ca ag – counter-screen for M1 agonists: effect in parental CHO-K1 cells. activation, % at 3 µM. AID 602248, 2012. Fluo-8 calcium fluorescence; scaled to maximal ATP response, vehicle zero. 0.48% of 360,000 active; in the data active means activation above about 15%;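 further: untransfected CHO-K1 host cells lacking M1 receptor as counterscreen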
CHO parental Ca – ATP-evoked calcium signal inhibitors, parental CHO, primary screen, counter-screen for OX1R antagonist project, cell-based, fluorescence, Fluo-8 calcium dye; 0.63% of 330,000 active; parental CHO-K1, ATP-induced calcium, Fluo-8 fluorescence; inhibition, % at 5.6 µM;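 active means inhibition above that plate's mean sample inhibition plus 3 SD, cut at about 26% in these data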;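 further: 0% = ATP-challenged DMSO wells and 100% = DMSO wells without ATP; some compounds past the cut are filed as inactive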
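Assay system – parental CHO cells · Reagent – ATP stimulus · Detection – intracellular calcium via Fluo-8 no-wash fluorescent dye · Evaluation – percent inhibition of ATP-evoked calcium rise, normalized to controls · Controls – ATP wells versus no-ATP DMSO wells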
CHO-K1 Ca antag – M1 antagonist counterscreen hit in parental CHO-K1 cells; ATP-induced calcium, Fluo-8 fluorescence; inhibition, % at 3 µM; 0.6% of 360,000 active;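 active means inhibition above a per-plate cutoff, the plate's mean sample inhibition plus 3 SD, cut at about 24% in these data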;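 further: 0% = DMSO plus EC80 ATP and 100% = DMSO alone without ATP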
OXTR potentiator – human OXTR potentiators, primary screen, fluorescence, CHO-OTR cells, Fluo-8 calcium | Oxytocin receptor (Homo sapiens), P30559 | Fluo-8 calcium fluorescence, potentiator mode; 0% = oxytocin EC15, 100% = EC100 | activation, % at 3 µM | 0.061% of 320,000 active | AID 2445, 2010;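 active means activation above that plate's cutoff, the mean activation of tested compounds plus 3 SD, cut at about 6.6% in these data, passing the limit was not always enough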;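 further: 100% uses oxytocin at 75 nM as the full agonist control; some results filed as inactive read as strong as hits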
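Measured by – Fluo-8 calcium dye fluorescence · Test system – human OTR in CHO cells · Dosing – one concentration, 3.0 µM compound · Controls – EC15 oxytocin alone as 0%, 75 nM oxytocin as 100% · Evaluation – normalized max/min fluorescence ratio, % activation · Timing – 6 min pre-incubation, 100 s read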
M1 antag – human M1 muscarinic receptor antagonists, primary screen, CHO-K1 cells, Fluo-8 calcium fluorescence, 1536-well. Muscarinic acetylcholine receptor M1 (Homo sapiens), P11229. CHO-K1 hM1, ACh EC80 antagonist. inhibition, % at 3 µM. 1.3% of 360,000 active;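 active means percent inhibition above its own plate's cutoff, namely the mean of that plate's compound wells plus 3 SD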;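 further: peak over basal fluorescence ratio during 140 s after agonist addition; 0% = ACh EC80 plus DMSO and 100% = DMSO alone without agonist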
CHRM4 agonist – human M4 muscarinic receptor agonists, primary screen, CHO-K1 cells, Fluo-8 calcium fluorescence. AID 624127, 2012. 0.14% of 360,000 active. CHO-K1 hM4/Gqi5; vehicle 0%, full acetylcholine response 100%. Muscarinic acetylcholine receptor M4 (Homo sapiens), P08173. activation, % at 3 µM;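 active means activation above the run mean over all test wells plus 3 SD, cut at about 32% in these data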;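 further: peak over basal fluorescence ratio per well then scaled between controls; 0% = DMSO wells and 100% = acetylcholine at EC100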
Numbers without * were called inactive; . = no result given.

SMILES	CHRM1 PAM	M1 ag	M4 antag	CHO-K1 Ca ag	CHO parental Ca	CHO-K1 Ca antag	OXTR potentiator	M1 antag	CHRM4 agonist
COc1ccc(-c2cc(CNS(=O)(=O)c3ccc(NC(C)=O)cc3)on2)cc1	5	-1	7	1.2	-8	11	-3	-3	2
Cc1cc(C(=O)CC#N)c(C)n1-c1c(C)n(C)n(-c2ccccc2)c1=O	-21	-14	8	-0.1	8	9	-15	17	3
Cc1ccc(C(=O)NN2C(=O)/C(=C/c3cn(C)c4ccccc34)SC2=S)cc1	7	-3	4	1.0	0	-5	-1	-7	0
COc1ccc(N2CCN(C(=O)NC(=O)c3ccccc3)CC2)cc1	9	-4	5	-0.5	-11	9	-5	-7	0
COc1ccccc1NC(=S)NC(NC(=O)CC(C)C)C(Cl)(Cl)Cl (stereo not given)	6	1	2	2.3	-11	-18	-10	-5	3
Nn1c(COc2ccccc2)nnc1SCc1cc(=O)[nH]c2ccccc12	1	-3	0	0.1	1	-3	-1	3	1
COc1ccc(C(=O)N2CCC(C(N)=O)CC2)cc1S(=O)(=O)N1CCCC1	7	1	2	0.3	11	-17	-1	-10	1
CCn1c(SCc2ccc(Cl)cc2)nc2nc3c(cc2c1=O)CCCC3	4	-2	-3	-0.3	-23	-10	-9	0	-2
O=C(Cc1ccc(S(=O)(=O)N2CCCC2)s1)NC1CCCCCC1	3	-3	1	1.4	-21	-3	-2	-29	2
CS(=O)(=O)N(CC(=O)Nc1ccccc1C(=O)NCc1ccccc1)c1ccc2c(c1)OCCO2	-1	-1	10	3.8	-6	-19	-4	-4	7
Cc1ccc(Nc2cc(C)nc3nc(C)nn23)c(C)c1	17	5	-12	-0.1	-16	-8	5	-15	-2
COC(=O)CSc1nc2sc3c(c2c(=O)n1-c1ccccc1)CCN(C)C3	-6	-6	3	-0.4	-14	11	-6	1	2
Cc1ccc(C(=O)NCCc2nnc3ccc(SCC(=O)Nc4ccccc4F)nn23)cc1	15	-1	-1	0.6	-23	-2	-8	-16	3
COc1ccc(NC(=O)CCNC(=O)c2ccccc2Cl)cc1OC	-10	-5	4	6.9	-8	1	-5	15	14
CCc1cccc(C)c1NC(=O)CSc1nc2ccc(N3C(=O)c4ccccc4C3=O)cc2s1	4	-4	3	-0.1	-22	-8	-7	-6	1
COc1ccc(-c2cc(C(N)=O)nc(N3CCCCCC3)n2)cc1	8	-3	-5	0.5	-24	-20	-10	-2	-1
Cc1sc2ncnc(SCC(=O)c3cccs3)c2c1C	5	-4	10	2.8	-11	-2	-19	-6	4
CN(CC(=O)Nc1sccc1C#N)S(=O)(=O)c1ccc(F)cc1	14	2	10	2.9	.	6	.	-18	3
C=CCn1c(N)cc(=O)nc1SCC(=O)Nc1ccccc1	3	-3	2	-0.3	-11	7	-17	-2	1
CCOc1ccc(NC(=S)N2c3ccccc3CC2C)cc1 (stereo not given)	8	-2	-7	-0.2	-8	-14	-6	-6	1
Cc1c(C(=O)NCc2ccc(Cl)c(Cl)c2)sc(=O)n1Cc1ccc(C(=O)N(C)C)cc1	-6	-3	-11	8.6	.	-1	.	-4	14
O=C(OCC(=O)N1CCCC1=O)c1cccc(S(=O)(=O)N2CCOCC2)c1	10	3	-6	0.0	12	5	-8	1	1
Cc1cc(Nc2ccc(F)cc2)n2nc(C)nc2n1	7	-2	-5	-0.2	-1	-17	-1	-12	0
COC(=O)c1c(NC(=O)C2C3C=CC(CC3)C2C(=O)O)sc(C)c1C (stereo not given)	8	-5	3	0.7	-6	-3	-3	-1	1
CNS(=O)(=O)c1ccc(NCC2COc3ccccc3O2)c([N+](=O)[O-])c1 (stereo not given)	3	-1	-5	4.2	0	-2	-11	-3	9

Continuation.
SMILES	CHRM1 PAM	M1 ag	M4 antag	CHO-K1 Ca ag	CHO parental Ca	CHO-K1 Ca antag	OXTR potentiator	M1 antag	CHRM4 agonist
FC(F)(F)c1cc(Cl)c2nnc(-c3ccccn3)n2c1	2	-5	9	0.9	4	-4	-10	5	1
Cc1nc2ccc(NC(=O)Cc3ccc(Br)cc3)cc2s1	2	4	15	5.5	-24	-4	-15	-1	4
COc1ccc([C@@H]2[C@@H]3C(=O)N(C(C)(C)C)C(=O)[C@@H]3[C@]3(C)C(=O)N(c4cccc(F)c4)C(=O)N23)cc1	3	-3	4	0.7	-20	-13	1	1	2
O=C(Nc1nnc(-c2ccc(F)cc2)s1)c1c(F)cccc1Cl	7	-5	0	0.3	-5	-2	-5	-16	1
COc1ccc(C(=O)Nc2ccc(C(=O)O)cc2NC(=O)c2ccc(OC)cc2)cc1	10	-5	-11	0.3	.	-9	.	-17	-1
Nc1nc(SCc2ccc(F)cc2)n[nH]1	-4	-5	1	-0.2	-6	13	-4	7	0
O=C(Nc1ccc(N2CCCCC2)cc1)c1cc([N+](=O)[O-])cc([N+](=O)[O-])c1	6	-5	-10	-0.4	4	2	-10	-4	1
CCN(CC(=O)Nc1ccc2c(c1)OCCO2)C(=O)c1ccc([N+](=O)[O-])s1	10	-5	2	0.8	-10	-16	-2	-12	2
COc1ccc(C(=O)Cc2cnn(-c3ccccc3)c2)c(O)c1	-2	-3	3	2.1	-5	3	-26	1	5
O=C(Nc1ccc2c(c1)OCO2)C1COc2ccccc2O1 (stereo not given)	3	-3	0	0.3	-7	-4	-16	-4	2
COc1ccc(NS(=O)(=O)c2cc([N+](=O)[O-])ccc2N/N=C\c2c(C)[nH]c3ccccc23)cc1	2	-1	-6	1.0	17	-4	-11	-18	1
Cc1ccc(S(=O)(=O)c2cc3c(=O)n4ccccc4nc3n(CC3CCCO3)c2=N)cc1C (stereo not given)	4	-8	-11	-0.3	-3	-2	-4	-6	1
CC1CCN(C(=S)c2cccc([N+](=O)[O-])c2)CC1	13	-14	-2	0.6	-7	-2	-7	-9	0
Cn1c(=O)c2c(nc(N3CCOCC3)n2CCCNC2=NCCCCC2)n(C)c1=O	0	-3	5	0.1	-4	12	-5	4	-1
COCCOC(=O)c1c(NC(=O)CN2CCOCC2)sc(C(N)=O)c1C	3	-1	4	0.7	-14	-1	9	4	0
Cc1cccc(NC(=O)C2C3C=CC(C4CC34)C2C(=O)O)c1 (stereo not given)	-6	-1	6	0.1	2	-7	-9	-6	0
Cn1nc(C(=O)OCC(=O)c2ccc(Cl)cc2)c2ccccc2c1=O	11	-1	-6	3.0	-15	1	1	-19	3
O=C(Cn1c(C(=O)NCC2CCCO2)cc2sccc21)c1ccccc1 (stereo not given)	-3	-4	-1	1.6	-19	-5	-5	6	5
COC(=O)C1=C(C)NC(=O)NC1c1cn(-c2ccccc2)nc1-c1cccs1 (stereo not given)	-8	-6	2	0.5	-21	-15	-12	10	0
CC(Sc1cccc[n+]1[O-])C(=O)Nc1ccc(Oc2ccccc2)cc1 (stereo not given)	-1	-4	-2	1.0	-11	-14	2	4	2
CCOc1ccc(NC(=O)CC2C(=O)N(CC)C(=S)N2CCNC(C)=O)cc1 (stereo not given)	7	-5	4	0.1	-8	-6	-3	-19	1
CCOC(=O)[C@]12CCCC=C1N(Cc1cccc3ccccc13)C(=O)[C@H](CC(=O)NCCCN1CCCC1=O)C2	.	.	-6	-0.5	.	-7	.	.	1
COc1ccc(N2C(=O)c3ccccc3NC2c2ccc(OC)c(Cn3nnc4ccccc43)c2)cc1 (stereo not given)	2	-7	8	3.0	-14	-7	0	-2	8
COc1ccc([C@H]2CC(=O)C=C(c3ccccc3)C2)cc1OC	-7	0	-6	7.3	-21	-8	-6	6	23
O=C(COC(=O)CNC(=O)c1ccccc1F)Nc1cccnc1Cl	10	1	-17	0.5	17	-8	-10	1	2

(continued)
SMILES	CHRM1 PAM	M1 ag	M4 antag	CHO-K1 Ca ag	CHO parental Ca	CHO-K1 Ca antag	OXTR potentiator	M1 antag	CHRM4 agonist
Nc1nonc1-c1nc2ccccc2n1CC(=O)N/N=C/c1ccc(-c2cccc(C(=O)O)c2)o1	6	-2	4	-0.4	.	2	.	-6	0
CC1CCCN(c2nc(NCc3ccco3)nc(N)c2[N+](=O)[O-])C1 (stereo not given)	-8	-4	-1	13	-19	-3	4	14	3
COCCN(CC(=O)NC1CCCCC1)C(=O)CSc1nc2ccccc2o1	1	-3	1	2.3	-11	-5	-5	-2	0
CC(C)CC1C(=O)N(Cc2cn(CC3CCCCC3)nn2)CCS(=O)(=O)N1Cc1ccc(-c2cccc(CO)c2)cc1 (stereo not given)	-1	-2	17	1.0	.	-2	.	0	9
COc1ccc(CCNC(=O)COc2ccc(S(=O)(=O)N3CCOCC3)cc2)cc1OC	0	-4	-3	0.0	-7	-2	0	0	0
CCCCC(CC)Cn1c(O)c(/C=C2\C=NN=C2c2ccccc2)sc1=S (stereo not given)	12	2	9	0.2	1	-9	-5	-14	1
COc1ccc(S(=O)(=O)N(CC(=O)NCC2CCCO2)c2ccc(F)cc2)cc1OC (stereo not given)	0	-1	15	0.8	-11	26*	1	16	3
CCN(CC(=O)Nc1c(C(=O)OC)[nH]c2ccccc12)c1ccc2c(c1)OCO2	-4	-1	4	3.0	-14	2	-16	6	12
N#Cc1nc(COc2ccccc2)oc1NCCCn1ccnc1	-4	-6	-6	0.7	-1	3	-6	-1	3
Cc1ccccc1CSCCNC(=O)c1ccc(Cl)c(S(=O)(=O)N2CCOCC2)c1	-6	0	-2	2.2	-27	2	-18	-11	6
COc1ccc(C2=NOC(Cn3nc(C(=O)NCC4CC4)cc3-c3ccccc3)C2)cc1 (stereo not given)	-10	-2	29*	6.1	-14	1	-12	20	23
CC1(C(=O)N2CCCCC2)CCN1C(=O)C1(c2ccccc2)CC1 (stereo not given)	5	0	-5	1.5	.	-14	.	-15	1
CC(C)c1nnc(NC(=O)CC(=O)Nc2ccccc2C(=O)O)s1	1	0	4	0.0	-11	-3	-3	-30	-1
COCCNC(=O)c1ccc2c(c1)nc(C)n2-c1cc(OC)c(OC)c(OC)c1	0	-2	-8	-0.4	-7	-5	-6	8	1
Cc1c(Cl)cccc1NC(=O)CNCc1ccccc1F	6	-4	-5	14	-9	-5	-15	-1	0

Structures shown so far containing a furan ring, fused or not:
SMILES	CHRM1 PAM	M1 ag	M4 antag	CHO-K1 Ca ag	CHO parental Ca	CHO-K1 Ca antag	OXTR potentiator	M1 antag	CHRM4 agonist
Nc1nonc1-c1nc2ccccc2n1CC(=O)N/N=C/c1ccc(-c2cccc(C(=O)O)c2)o1	6	-2	4	-0.4	.	2	.	-6	0
CC1CCCN(c2nc(NCc3ccco3)nc(N)c2[N+](=O)[O-])C1 (stereo not given)	-8	-4	-1	13	-19	-3	4	14	3
